Screening results: PubChem, several laboratories
FXIa inh – human FXIa protease inhibitors, primary screen, biochemical, 1536-well. purified FXIa, Boc-Glu-Ala-Arg-AMC fluorogenic substrate. inhibition, % at 5 µM. hit rate 0.14% among 220,000. AID 798, 2007;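 active = inhibition of at least 40%; inactive = inhibition below 40%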;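 also: fluorescence of freed AMC excited at 355 nm; 0% = enzyme without compound and 100% = no enzyme blank; many of its hits are not listed in these tables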
TNF death inh – inhibitors of TNF-alpha triggered necroptosis, primary screen, cell-based, Jurkat FADD-/-, single concentration; AID 463075, 2010; Jurkat FADD-/- TNF necroptosis rescue, ATP luminescence, 24 h; 0 = TNF only, 100 = no-TNF cells; hit rate 0.068% among 220,000; activation (protection from cell death), % at 10 µM;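 active = activation, meaning protection from cell death, of at least 50% relative to plate controls; inactive = activation below 50%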;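 also: necroptosis triggered by 40 ng/mL TNF-alpha added together with compound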
Rad51 HR inh – human RAD51 strand exchange inhibitors, primary screen, biochemical, fluorescence; DNA repair protein RAD51 homolog 1 (Homo sapiens), Q06609; hRad51 DNA strand exchange, fluorescence dequenching; inhibition, % at 10 µM; hit rate 0.085% among 200,000; AID 1385, 2008;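 active = inhibition above 40% at the single screening dose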;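 also: 0% = DMSO control wells and 100% = blanks with heterologous ssDNA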
Target sequence (Q06609 whole entry, looked up): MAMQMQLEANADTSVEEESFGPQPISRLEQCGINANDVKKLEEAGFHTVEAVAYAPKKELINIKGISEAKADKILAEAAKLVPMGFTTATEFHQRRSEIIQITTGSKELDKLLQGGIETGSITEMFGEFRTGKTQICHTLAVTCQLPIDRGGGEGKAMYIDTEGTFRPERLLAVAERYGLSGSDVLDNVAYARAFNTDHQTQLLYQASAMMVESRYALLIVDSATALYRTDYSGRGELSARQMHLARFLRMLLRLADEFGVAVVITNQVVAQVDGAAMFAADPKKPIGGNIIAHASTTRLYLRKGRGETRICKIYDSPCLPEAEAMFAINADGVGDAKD
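Material: hRad51 filaments on single-stranded DNA; Reagent: Donor/quencher-labelled 47-bp dsDNA substrate; Compound: 10 µM final, single point; Schedule: 37 °C 15-min filament assembly, 30-min compound preincubation, 15-min exchange; Technique: FRET fluorescence, excitation 485 nm, emission 520 nm; Benchmarks: control wells and blank wells on each plate.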
KLK5 inh – human KLK5 protease inhibitors, primary screen, biochemical, 1536-well; recombinant hK5, fluorogenic AMC substrate cleavage; hit rate 0.59% among 210,000; inhibition, % at 5 µM;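 active = inhibition of 40% or more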;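 also: 0% = enzyme controls without compound and 100% = no-enzyme blanks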
Target sequence (Q9Y337 67-293 limits assumed): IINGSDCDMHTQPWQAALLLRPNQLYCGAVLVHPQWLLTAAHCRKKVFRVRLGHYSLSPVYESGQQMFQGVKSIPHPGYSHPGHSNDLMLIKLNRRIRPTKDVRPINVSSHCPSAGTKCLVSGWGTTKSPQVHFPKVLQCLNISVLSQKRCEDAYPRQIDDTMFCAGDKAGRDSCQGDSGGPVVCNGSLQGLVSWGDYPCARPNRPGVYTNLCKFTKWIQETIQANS
thrombin 1536 – human alpha-thrombin inhibitors, primary screen, counter-screen for coagulation protease inhibitor project, biochemical, 1536-well, fluorogenic AMC substrate; Boc-VPR-AMC fluorogenic substrate cleavage; inhibition, % at 5 µM; hit rate 0.26% among 220,000;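 active = inhibition at or above 40%; inactive = inhibition below 40%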;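 also: 0% = enzyme with no compound and 100% = wells without enzyme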
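signal = AMC fluorescence, 355/460 nm | material = human alpha-thrombin enzyme | control set = enzyme without compound as high, wells lacking enzyme as low | times = reaction at room temperature | read-out basis = percent inhibition scaled between no-compound controls and no-enzyme blanks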
Hck Nef HTS – inhibitors of Nef-activated human Hck kinase, primary screen, biochemical, Z-Lyte FRET, 384-well, Hck-YEEI | inhibition, % at 20 µM | Tyrosine-protein kinase HCK (Homo sapiens), P08631 | Recombinant Hck-YEEI plus Nef, Z-Lyte FRET kinase assay | hit rate 0.68% among 220,000 | AID 463187, 2010;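 active = Hck-Nef kinase inhibition above about 50%, limit read from the data; inactive = inhibition below that limit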;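 also: 0% = DMSO with Hck plus Nef and 100% = Hck alone without Nef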
FXIIa inh 1536 – human FXIIa protease inhibitors, primary screen, biochemical, 1536-well. Coagulation factor XII (Homo sapiens), P00748. purified FXIIa, Boc-QGR-AMC fluorogenic substrate, 2 h. inhibition, % at 5 µM. hit rate 0.3% among 220,000. AID 800, 2007; in the data active = inhibition above about 40%;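 also: 0% = enzyme with no compound and 100% = blank without enzyme; many of its hits are not listed in these tables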
KCC2 mod – KCC2 cotransporter modulators, thallium flux, primary screen, cell-based, HEK293 KCC2, FluoZin-2 fluorescence, MLSMR; B-score of Tl+ flux slope (higher = more flux/activation; lower = inhibition) at 10 µM; hit rate 2.2% among 190,000; KCC2 cells, thallium flux FluoZin-2 fluorescence; Solute carrier family 12 member 5 (Homo sapiens), Q9H2X9;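 active = thallium flux slope and its plate-corrected score both differing from the plate sample mean at a set confidence after two filtering rounds, in either direction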;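 also: slope of fluorescence scaled to starting intensity during 10 to 20 s after thallium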
L929 necroptosis – inhibitors of zVAD-triggered necroptosis, primary screen, L929 cells; L929 zVAD necroptosis rescue, ATP luminescence, 24 h; with zVAD 60 µM; viability rescue, % at 10 µM; hit rate 0.38% among 220,000; AID 1377, 2008;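 active = activation, scaled between plate controls, above about 75%, limit read from the data; inactive = activation under that limit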;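 also: 0% = zVAD with DMSO and 100% = DMSO alone without zVAD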
Starred values were filed as active, the others as inactive; / = no result given. These rows are one share of the data; rates above refer to the full screens.

The first 6 entries, ahead of the listing:
SMILES	FXIa inh	TNF death inh	Rad51 HR inh	KLK5 inh	thrombin 1536	Hck Nef HTS	FXIIa inh 1536	KCC2 mod	L929 necroptosis
COc1ccc(N2CCN(C(c3nnnn3CCc3ccccc3)C(C)C)CC2)cc1 (stereo unspecified)	-4	-3.0	11	1	3	2	17	-0.66	0.0
Cc1ccc(CSc2nnc(Cn3c(=O)sc4ccccc43)n2C)cc1	4	3.0	11	-5	0	2	12	-0.004	2.5
O=C(c1ccccc1NS(=O)(=O)c1cccs1)N1CCOCC1	-1	2.2	8	11	-5	-10	6	1.5	0.0
Cc1csc(NC(=O)C2CCN(S(=O)(=O)c3cccs3)CC2)n1	0	-0.3	2	-7	1	27	-5	-0.97	0.0
CC[C@H](CO)Nc1nc(Nc2cccc(Cl)c2)c2ncn(C(C)C)c2n1	-1	-16	-3	-1	-6	110*	3	-2.6*	-0.1
Fc1ccccc1N1CCN(Cc2nc(-c3ccccc3)no2)CC1	-4	-0.4	1	-1	-5	4	6	-0.68	0.7

The list itself (from the top)
SMILES	FXIa inh	TNF death inh	Rad51 HR inh	KLK5 inh	thrombin 1536	Hck Nef HTS	FXIIa inh 1536	KCC2 mod	L929 necroptosis
COc1ccc(N2CCN(C(c3nnnn3CCc3ccccc3)C(C)C)CC2)cc1 (stereo unspecified)	-4	-3.0	11	1	3	2	17	-0.66	0.0
Cc1ccc(CSc2nnc(Cn3c(=O)sc4ccccc43)n2C)cc1	4	3.0	11	-5	0	2	12	-0.004	2.5
O=C(c1ccccc1NS(=O)(=O)c1cccs1)N1CCOCC1	-1	2.2	8	11	-5	-10	6	1.5	0.0
Cc1csc(NC(=O)C2CCN(S(=O)(=O)c3cccs3)CC2)n1	0	-0.3	2	-7	1	27	-5	-0.97	0.0
CC[C@H](CO)Nc1nc(Nc2cccc(Cl)c2)c2ncn(C(C)C)c2n1	-1	-16	-3	-1	-6	110*	3	-2.6*	-0.1
Fc1ccccc1N1CCN(Cc2nc(-c3ccccc3)no2)CC1	-4	-0.4	1	-1	-5	4	6	-0.68	0.7
CC1=C(C)C(=O)N(c2ccc(C(=O)O)cc2)C1=O	-5	0.6	0	-10	-4	0	6	0.08	-0.3
Cc1c(Cc2ccccc2)c(=O)oc2cc(OCC(N)=O)ccc12	3	1.2	-5	0	-8	29	5	-0.44	0.5
COc1cc(/C=N/NC(=O)C23CC4CC(CC(C4)C2)C3)cc(Br)c1O	15	2.4	/	8	1	-14	10	0.00032	0.8
C/C(=N\NC1=NCCN1)c1ccc(N)c([N+](=O)[O-])c1	3	5.6	/	-1	-7	12	5	0.55	-0.9
COc1ccc(CCNC(=O)CCCn2c(=O)[nH]c3cc(OC)c(OC)cc3c2=O)cc1OC	-4	0.2	3	-9	-3	0	5	-0.27	0.1
Cc1cccc(-n2nnc3cnn(C)c3c2=O)c1	3	-1.6	8	-16	-2	0	11	-0.85	-0.3
N#C/C(=C\c1ccc(F)c(F)c1)C(=O)NC1CCCCC1	19	-6.0	11	14	-6	-1	24	-0.35	1.0
COC(=O)c1ccc(NS(=O)(=O)c2ccccc2)o1	5	1.3	16	7	-6	25	8	-0.33	0.9
O=C1/C(=C/c2ccc(F)c(F)c2)CSc2sccc21	2	3.4	16	-15	1	-1	12	/	-0.5
CS(=O)(=O)N(CC(=O)N1CCCC1)c1cc(C(F)(F)F)ccc1Cl	5	-0.6	-6	5	-6	18	14	-0.45	-1.8
CCC1(C)Cc2c(sc3c2c(=O)n(C)c2nnc(SCCc4ccccc4)n32)CO1 (stereo unspecified)	4	0.8	-1	-3	4	1	9	-0.33	3.7
CCS(=O)(=O)c1ccc(C(=O)Nc2ccccc2OC)c(Cl)c1Cl	-1	3.7	-5	-7	1	-2	3	0.046	-0.3
N=c1ccn(Cc2c(Cl)cccc2Cl)cc1	5	-8.8	-10	6	4	15	15	-0.41	0.9
CCOC(=O)C1(Cc2ccccc2C(F)(F)F)CCN(CCCn2cccn2)CC1	-4	2.1	-4	-4	-8	19	7	-0.16	-1.5
CCCCOP(=O)(OCCCC)C1(NS(=O)(=O)c2ccccc2)C=CC(=O)c2ccccc21 (stereo unspecified)	-4	-4.4	-5	1	-4	-1	5	-1	0.9
O=C(CCn1[nH]c(=O)c2ccccc2c1=O)OC1CCCCC1	7	-4.1	6	-8	-4	1	16	/	-0.3
COc1ccc(CCCc2nc3ccccc3[nH]2)cc1	1	3.2	12	2	1	10	5	0.57	-0.4
c1cncc(CSc2nnc3ccc(-c4cccs4)nn23)c1	8	-1.8	1	1	2	-6	/	0.024	1.9
COc1cc(/C=N/NC(=O)C2COc3ccccc3O2)ccc1O (stereo unspecified)	-3	-0.2	9	-1	-4	7	6	/	0.4
CN1CCOCCOCCN(C)C1=O	14	0.8	4	-2	-8	-22	21	0.37	-0.2
Cc1cnc(NC(=O)c2sc(Nc3ccccc3)nc2N)o1	2	8.0	-1	3	-2	35	5	-0.15	1.0
Cc1csc2ncnc(N3CCN(C(=O)Nc4ccc(OC(F)(F)F)cc4)CC3)c12	2	-4.8	8	3	1	5	8	-1.2	73
Brc1ccc(-c2nnc3n2CCCCC3)cc1	10	0.4	-2	30	17	23	5	0.14	0.1
COc1ccc(/C=C/C(=O)NCCSCc2ccco2)cc1OC	-8	-0.4	-5	4	-5	6	1	-0.044	0.0
O=c1c2ccccc2c(C=Nc2ccc(O)cc2)c(O)n1Cc1ccccc1	-1	0.1	-10	3	2	18	11	-0.59	-0.3
CC(=O)N(C)c1ccc(C(O)(C(F)(F)F)C(F)(F)F)cc1	15	-1.4	6	-16	4	2	8	0.5	5.1
CCn1c(SCC(=O)N(C)C2CCS(=O)(=O)C2)nnc1-c1cccs1 (stereo unspecified)	0	-0.2	-5	3	2	21	10	-0.0057	5.3
O=C(O)c1nnn(-c2cc(C(F)(F)F)cc(C(F)(F)F)c2)c1-c1ccccc1	1	0.8	-4	0	5	-7	14	-0.54	-0.1
Cc1cc(NC(=O)Nc2cccs2)no1	-4	0.5	2	-15	-1	0	8	1.3	0.0
O=C1CCc2cc(S(=O)(=O)NC(C(=O)NCc3cccnc3)c3ccccc3)ccc2N1 (stereo unspecified)	4	0.6	-3	-1	-7	0	10	/	0.8
COc1ccc(C(=O)/C=C/C(=O)N(Cc2ccccc2)C(C(=O)NC2CCCCC2)c2ccncc2)c(O)c1 (stereo unspecified)	6	3.1	-9	-11	-5	6	9	-0.57	0.1
O=C(NCCc1ccccc1)C1CCCN(S(=O)(=O)c2cccc3nonc23)C1 (stereo unspecified)	4	-0.1	8	-14	2	-2	13	/	-0.5
O=C(CN1CCSCC1)N/N=C/c1cccc(Cl)c1	30	0.8	1	32	10	-32	29	0.92	1.2
CC(=O)Nc1ccc(SCC(=O)N(CCC#N)c2ccc(C)cc2)cc1	0	-2.8	-6	-9	-15	-2	10	0.7	-0.1
CC(C(=O)NCCC1=CCCCC1)c1ccc([N+](=O)[O-])cc1 (stereo unspecified)	-6	1.8	-1	19	0	22	7	-0.64	-0.2
CCOc1ccccc1N(C(C)=O)S(=O)(=O)c1ccc(Cl)cc1	0	-1.7	2	2	0	8	5	-2.6	0.7
COc1ccc(C(=S)N2CCCC2)cc1C	-3	-4.0	0	0	0	-1	9	0.7	-0.2
Cc1ccc2oc(-c3ccccc3C(=O)O)cc(=O)c2c1	6	-0.6	-1	-11	4	0	13	-0.25	0.2
C/C(N)=C(/C#N)C(=O)COC(=O)C1CCN(C(=O)c2ccc(Cl)cc2)CC1	-6	-4.9	1	0	-27	18	10	-0.74	-0.9
Cc1ccc(Cl)cc1OCC(=O)NCCOC(=O)Nc1sc(=S)n(C)c1C	9	0.5	/	-22	-1	3	14	-1.4	0.4
NS(=O)(=O)c1ccc(NC(=S)NC2CCCC2)cc1	5	2.3	-2	-12	-6	15	5	1.1	1.0
CC1(C)CC(=O)C=C(NNC(=O)OC(C)(C)C)C1	-6	-0.3	6	-5	-11	-6	5	-0.73	2.1
COc1cccc(NC(=O)C2c3cc(OC)c(OC)cc3C(=O)N(C)C2c2cccnc2)c1 (stereo unspecified)	1	-4.4	-5	32	3	1	18	2	0.2
COc1ccc(Nc2ncc(C(=O)N3CCN(c4ccc(F)cc4)CC3)c3ccccc23)cc1	12	-0.6	4	22	25	-1	23	0.077	1.7
CC(C)CSc1nc2c(c(=O)[nH]c(=O)n2C)n1CC(O)COc1cccc2ccccc12 (stereo unspecified)	-1	-4.6	13	29	-3	3	13	-0.3	0.2
COc1ccc(OC)c(/C=N/NC(=O)CCCC(=O)Nc2cccc(Br)c2)c1	20	-0.2	1	2	3	11	9	-0.1	0.0

Three of the compounds above, with two lines to a compound:
Sequence of screens: FXIa inh	TNF death inh	Rad51 HR inh	KLK5 inh	thrombin 1536	Hck Nef HTS	FXIIa inh 1536	KCC2 mod	L929 necroptosis
> CC1=C(C)C(=O)N(c2ccc(C(=O)O)cc2)C1=O
  -5	0.6	0	-10	-4	0	6	0.08	-0.3
> Cc1c(Cc2ccccc2)c(=O)oc2cc(OCC(N)=O)ccc12
  3	1.2	-5	0	-8	29	5	-0.44	0.5
> COc1cc(/C=N/NC(=O)C23CC4CC(CC(C4)C2)C3)cc(Br)c1O
  15	2.4	/	8	1	-14	10	0.00032	0.8

3 entries from above, arranged by the number in FXIIa inh 1536, falling.
SMILES,FXIa inh,Rad51 HR inh,KLK5 inh,Hck Nef HTS,FXIIa inh 1536,KCC2 mod
COc1ccc(Nc2ncc(C(=O)N3CCN(c4ccc(F)cc4)CC3)c3ccccc23)cc1,12,4,22,-1,23,0.077
Cc1ccc(Cl)cc1OCC(=O)NCCOC(=O)Nc1sc(=S)n(C)c1C,9,/,-22,3,14,-1.4
CC(C)CSc1nc2c(c(=O)[nH]c(=O)n2C)n1CC(O)COc1cccc2ccccc12 (stereo unspecified),-1,13,29,3,13,-0.3
